UbGFP stabilizer: proteasome inhibitors stabilizing ubiquitin-GFP reporter | Ubiquitin-GFP reporter cells, proteasome inhibition, GFP fluorescence; response scale: untreated = 0%, 10 µM MG-132 = 100% | Potency, µM (highest dose often 45.9 µM), for the others: top-dose activation (GFP accumulation), hits mostly activators | 67,000 tested, under 10 active | AID 526; active = well fitted activation curve with a large enough effect, not every such curve was filed as active; inconclusive = small, poorly fitted or top-dose-only effect, or another doubt; inactive = no such curve, though single readings can be large or run the other way; note: potency is the fitted concentration of half-maximal effect
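U2OS cells expressing ubiquitin(G76V)-GFP, seeded overnight in 0.5% FBS medium, then treated 4 hr at 37 C across 46 uM to 2.9 nM. GFP-positive cells counted by laser cytometry (488 ex/515 em); %activity scaled between basal and 10 uM MG-132.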
Pol III holo inh: blocks replication by bacterial DNA polymerase III holoenzyme; actives 0.25% (n = 71,000); Potency, µM (titrated, usually from 57.1 µM), without a hit: top-dose activity change, negative = inhibition; reconstituted DNA polymerase III holoenzyme replication, biochemical; AID 603; note: potency is the fitted concentration of half-maximal effect; % is set by controls: 0 for no effect and ±100 for the full control effect
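Reconstituted *E. coli* holoenzyme (0.35 nM Pol III, 1 nM beta, 154 nM SSB, 2 nM primase) was preincubated with compound for 15 min at RT. Synthesis on 1.4 nM ssM13Gori ran 35 min, then was stopped with PicoGreen/EDTA and read as dsDNA fluorescence.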
A350 fluor: compound fluoresces in the Alexa 350 spectral region; Compound autofluorescence, 340/450 nm, Alexa 350 dye-equivalents; active compounds read high; max dye-equivalent concentration, M; actives 11% (n = 59,000); AID 590; in the data active = max dye-equivalent concentration above about 10 nM; inconclusive = mostly about 1.1 nM to 9.6 nM
4MU fluor: 4-MU region autofluorescence; max dye-equivalent concentration, M; compound autofluorescence, 340/450 nm, 4-MU equivalents; active compounds read high; actives 11% (n = 59,000); in the data active = max dye-equivalent concentration above about 10 nM; inconclusive = mostly about 1.1 nM to 9.6 nM
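Compounds in 100 mM Tris, pH 8.0, sat 15 min at room temperature before fluorescence was read at 340 nm excitation/450 nm emission; a per-plate six-point 4-MU standard curve converted signals to dye-equivalent concentration at each compound concentration.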
BRCT inh green: blocks human BRCA1 BRCT binding to phosphopeptide, green readout; actives 0.05% (n = 75,000); BRCA1 BRCT-phosphopeptide binding, green fluorescence polarization; AID 875; Potency, µM (highest dose often 76.9 µM), inactives show at the top dose activity change, negative = inhibition, hits mostly inhibitors;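 note: potency is the fitted concentration of half-maximal effect; plate controls were peptide without protein for full effect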
Target sequence (P38398 whole entry, looked up): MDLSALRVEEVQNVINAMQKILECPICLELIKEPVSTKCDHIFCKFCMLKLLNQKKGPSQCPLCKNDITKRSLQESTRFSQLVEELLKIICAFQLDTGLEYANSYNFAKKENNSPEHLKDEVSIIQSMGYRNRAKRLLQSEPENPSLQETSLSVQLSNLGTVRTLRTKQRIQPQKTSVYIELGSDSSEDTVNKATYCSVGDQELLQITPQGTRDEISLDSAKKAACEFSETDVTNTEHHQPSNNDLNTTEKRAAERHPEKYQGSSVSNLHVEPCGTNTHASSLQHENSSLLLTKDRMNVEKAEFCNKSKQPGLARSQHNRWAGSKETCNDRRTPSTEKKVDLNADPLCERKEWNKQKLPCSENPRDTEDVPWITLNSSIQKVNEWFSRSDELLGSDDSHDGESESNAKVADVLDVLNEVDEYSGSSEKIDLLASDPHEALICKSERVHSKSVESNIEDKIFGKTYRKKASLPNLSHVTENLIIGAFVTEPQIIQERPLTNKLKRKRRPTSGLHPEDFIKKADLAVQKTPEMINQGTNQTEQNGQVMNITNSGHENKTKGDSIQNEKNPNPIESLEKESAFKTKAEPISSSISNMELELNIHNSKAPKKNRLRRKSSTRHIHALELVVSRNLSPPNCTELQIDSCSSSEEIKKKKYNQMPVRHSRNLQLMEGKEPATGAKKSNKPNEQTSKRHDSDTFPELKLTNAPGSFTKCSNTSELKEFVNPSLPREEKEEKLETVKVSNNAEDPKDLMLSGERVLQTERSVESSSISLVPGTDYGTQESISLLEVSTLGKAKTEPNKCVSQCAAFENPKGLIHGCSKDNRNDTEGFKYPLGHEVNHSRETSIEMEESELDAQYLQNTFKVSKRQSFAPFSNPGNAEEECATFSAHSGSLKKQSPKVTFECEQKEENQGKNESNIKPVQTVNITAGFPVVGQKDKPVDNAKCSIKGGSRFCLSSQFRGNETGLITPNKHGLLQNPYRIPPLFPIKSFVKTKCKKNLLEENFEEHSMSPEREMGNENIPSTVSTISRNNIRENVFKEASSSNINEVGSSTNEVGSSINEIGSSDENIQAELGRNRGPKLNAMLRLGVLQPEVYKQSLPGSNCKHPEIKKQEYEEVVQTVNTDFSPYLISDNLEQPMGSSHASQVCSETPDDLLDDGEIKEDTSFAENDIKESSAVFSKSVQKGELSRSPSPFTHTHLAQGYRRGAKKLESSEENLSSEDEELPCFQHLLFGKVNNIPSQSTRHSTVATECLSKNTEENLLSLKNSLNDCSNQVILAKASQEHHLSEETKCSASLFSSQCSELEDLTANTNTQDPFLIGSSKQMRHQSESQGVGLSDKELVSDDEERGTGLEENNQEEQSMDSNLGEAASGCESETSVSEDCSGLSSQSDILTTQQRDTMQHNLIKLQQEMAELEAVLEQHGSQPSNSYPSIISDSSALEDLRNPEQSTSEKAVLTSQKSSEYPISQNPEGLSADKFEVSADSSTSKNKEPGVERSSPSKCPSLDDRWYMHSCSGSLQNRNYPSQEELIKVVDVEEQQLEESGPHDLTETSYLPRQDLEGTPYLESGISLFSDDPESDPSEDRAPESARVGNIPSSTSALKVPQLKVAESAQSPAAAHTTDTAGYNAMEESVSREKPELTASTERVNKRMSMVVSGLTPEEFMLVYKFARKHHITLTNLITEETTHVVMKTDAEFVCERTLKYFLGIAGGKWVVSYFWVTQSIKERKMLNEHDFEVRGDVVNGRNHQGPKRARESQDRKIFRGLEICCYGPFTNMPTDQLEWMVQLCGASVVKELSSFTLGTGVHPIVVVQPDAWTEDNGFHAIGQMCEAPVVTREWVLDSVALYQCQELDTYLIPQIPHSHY
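Compounds were incubated for 12 min at room temperature with a complex of 100 nM fluorescein-tagged pBACH1 decapeptide and 250 nM His-tagged BRCT protein. Buffer was phosphate pH 7.3 with EDTA, DTT and Tween 20. Disruption of binding lowers the polarization signal.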
CRE Fsk mod: modulators of forskolin-stimulated CRE signaling in CHO cells; CHO CRE-bla reporter (cAMP response element driving beta-lactamase), forskolin EC10, beta-lactamase ratio; Potency, µM (highest dose often 38.2 µM), for inactives: top-dose activity change, negative = inhibition, usual class: activators; actives 2.5% (n = 71,000); active = well fitted activation curve with a large enough effect in the signal ratio, with a control signal flat, not every such curve was filed as active; inconclusive = small, poorly fitted or top-dose-only effect, or effect the other way, or a change in a side signal; the % refers to the signal ratio; note: potency is the fitted concentration of half-maximal effect; % of control where 0% means no effect
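AC50 values, positive or negative, reflect shifts in EC10 NKH 477-induced CRE-bla reporter activity in CHO cells. Incubation lasted 3 h at 37 °C before CCF4 substrate (2 h, room temperature) and ratiometric 460/530 nm reading.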
ALOX15 inhib: 15-hLO (ALOX15) enzyme inhibition; P16050; purified 15hLO-1, xylenol orange hydroperoxide absorbance; Potency, µM (series often up to 57.1 µM), for the others: top-dose activity change, negative = inhibition, most hits filed as inhibitors; actives 1.4% (n = 74,000); AID 887; note: potency is the fitted concentration of half-maximal effect; % is set by controls: 0 for no effect and ±100 for the full control effect; nearly all actives have a fitted effect of over 55% in size
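Purified human 15hLO-1 (40 nM final) in 25 mM Hepes pH 7.5, 0.01% Triton X-100 was preincubated with compound 15 min at room temperature, then reacted 6 min with 50 uM arachidonic acid; hydroperoxide detected by Fe-XO, 573/405 nm absorbance ratio.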
HBB splicing: modulators of hemoglobin beta chain splicing; HBB splicing reporter cell assay, activation; EGFP reporter with mutant IVS2-654 intron; response scale: normalised to 500 nM splice-correcting PNA; Potency, µM (series often up to 46.1 µM), inactives show at the top dose activation, usual class: activators; actives 0.06% (n = 65,000); AID 925; note: potency is the fitted concentration of half-maximal effect; 0% is about no effect
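HeLa cells stably expressing EGFP interrupted by mutant beta-globin intron 2 (IVS2-654), 500/well in 2% FCS. Treated with compound for 2 days at 37C. Splicing correction scored as total well GFP intensity (488 nm excitation, 500-520 nm emission); 500 nM antisense PNA served as control.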
BRCT PPI red: disrupts BRCA1 BRCT binding to phosphoprotein, red fluorophore readout. P38398. BRCT-phosphopeptide binding, red fluorescence polarization. Potency, µM (doses to about 76.9 µM), inactives show top-dose activity change, negative = inhibition, hits mostly inhibitors. actives 0.03% (n = 75,000); note: % is set by controls: 0 for no effect and ±100 for the full control effect
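Rhodamine-labelled pBACH1 10-mer (100 nM) bound to BRCT domain (100 nM) at pH 7.3; compounds incubated 12 min room temperature, polarization read. Free peptide defines full inhibition; unlabelled decapeptide titrated as control.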
GFP derepression: epigenetic GFP locus derepression in mouse cells. actives 0.09% (n = 68,000). Potency, µM (doses to about 46.1 µM), without a hit: at the highest dose GFP derepression (activation). mouse C127i GFP locus derepression, cytometry, 30 h; note: % of control where 0% means no effect
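Derepression screen: silenced CMV-GFP reporter in murine C127i cells, 30 h compound incubation at 37 C, washed cells imaged by laser-scanning cytometer to enumerate GFP-expressing objects of 20 to 120 um.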
Hsp90 Hop PPI: changes Hsp90-Hop TPR2A binding signal, up or down; AID 595; Potency, µM (series often up to 57 µM), for the others: at the top dose activity change, negative = inhibition; actives 0.44% (n = 71,000); AlphaScreen TPR2A-His6 binding biotin-Hsp90 C-terminal peptide; active = well fitted curve in either direction with a large enough effect; inconclusive = small, poorly fitted or top-dose-only effect, or another doubt; note: potency is the fitted concentration of half-maximal effect; % is set by controls: 0 for no effect and ±100 for the full control effect; many of its hits are not listed in these tables
Numbers without * were called inactive; i = inactive; u = inconclusive; x = no result given; & = joins results of further samples; [ ] = another dose, or the depositor's remark. Unless noted, calls come from the whole dose curve; as a rule, active = well fitted curve in the direction sought with a large enough effect; inconclusive = small, poorly fitted or top-dose-only effect, or another doubt; inactive = no such curve, though single readings can be large; an effect the other way counts as inactive or inconclusive.

SMILES	UbGFP stabilizer	Pol III holo inh	A350 fluor	4MU fluor	BRCT inh green	CRE Fsk mod	ALOX15 inhib	HBB splicing	BRCT PPI red	GFP derepression	Hsp90 Hop PPI
C=CCn1c(SCC(=O)c2cc(C)n(C(C)COC)c2C)nc2sc(C)c(C)c2c1=O (configuration not stated)	-0.1%	0.9%	i	i	1.3%	u	-4.8%	-0.3%[57.5 µM]	0.8%	-1.3%	-1.9%
COC(=O)c1cccc(NC(=O)Cc2coc3cc(OC)ccc23)c1	2.5%	-2.3%	i	i	-1.3%	-5.2%	-15.0%	-2.8%	0.7%	1.3%	-2.8%
c1ccc(-c2nc3ccccc3o2)nc1	-6.4%	-1.1%	i	i	-2.0%	u	8.6%	-3.4%	-1.8%	-1.2%	-9.9%
c1ccc(OCCSc2nnnn2C2CCCCC2)cc1	7.8%	-2.8%	i	i	0.5%	9.1%	4.7%	x	0.0%	1.2%	u
c1ccc(-c2nc3nc4ccccc4nc3n2Cc2ccco2)cc1	0.8%	-6.5%	1.7e-07M*	1.12e-07M*	0.9%	u	-12.5%	-2.5%[57.5 µM]	-1.0%	0.0%	0.5%
Cc1sc(NC(=O)COc2cccc(-n3cnnn3)c2)c(C#N)c1C	-3.4%	-7.5%	u	i	-0.5%	1.1%	-22.7%	-7.2%	0.4%	-1.2%	-2.5%
O=C(c1ccco1)N1CCN(C(=O)c2snc3ccc(Cl)cc23)CC1	-0.5%	-0.3%	u	i	-1.1%	u	u	-3.1%	1.4%	-1.1%	-3.5%
N#C/C(=C\N1CCNC1=S)C(=O)c1ccc2ccccc2c1	-2.5%[9.17 µM]	-12.6%[11.4 µM]	i	i	4.6%[15.4 µM]	0.5%[7.6 µM]	3.6%[11.4 µM]	-0.3%[9.22 µM]	1.6%[15.4 µM]	12.5%[9.22 µM]	-4.0%[11 µM]
COc1ccc2c(c1)C(C)=CC(C)(C)N2C(=O)CNCc1ccc2c(c1)OCO2	-3.6%	-3.2%	i	i	0.0%	2.6%	-20.1%	x	0.8%	-3.1%	-4.9%
O=C(CSc1ccccc1)N1CCN(c2ccccc2)CC1	-7.4%	-3.5%	i	i	-2.5%	-20.5%	-6.6%	-0.6%	-0.1%	0.0%	-7.2%
COCCNC(=O)C(c1cccc(OC)c1)N(C(=O)Cn1nnc2ccccc21)c1cccnc1 (configuration not stated)	-0.7%	-5.8%	u	i	-1.1%	-11.6%	5.3%	1.5%	-0.6%	-2.7%	-2.7%
O=C1CN2CCN(CC2)CC(=O)Nc2ccc(cc2)S(=O)(=O)c2ccc(cc2)NC(=O)CN2CCN(CC2)CC(=O)Nc2ccc(cc2)S(=O)(=O)c2ccc(cc2)N1	6.7%[9.17 µM]	-13.3%[11.4 µM]	i	i	12.2%[15.4 µM]	1.4%[7.6 µM]	13.7%[11.4 µM]	6.7%[9.22 µM]	5.6%[15.4 µM]	0.0%[9.22 µM]	-5.4%[11 µM]
NC/C=C\C(=O)O	-1.0%&-0.3%&4.7%	0.7%&-3.1%&-5.9%	i	i	-3.3%&-2.6%	0.6%&-0.8%&5.5%	-13.2%[25.6 µM]	0.2%&2.6%	-1.9%&-1.7%	-1.4%&2.1%&-1.1%	-3.7%&-3.0%&-3.5%
O=C(O)CC[P+](c1ccccc1)(c1ccccc1)c1ccccc1	-1.5%[9.17 µM]	-6.1%[11.4 µM]	i	i	-1.9%[15.4 µM]	u	3.8%[11.4 µM]	3.9%[9.22 µM]	0.7%[15.4 µM]	3.4%[9.22 µM]	1.7%[11 µM]
Cn1c(=O)c(-c2cc(F)cc(F)c2)nc2cnc(Oc3ccccc3)nc21	12.0%	-11.6%	u	i	1.1%	u	10.6%	-1.1%	-0.1%	-5.0%[9.22 µM]	-0.3%
CCOc1ccc2[nH]c(=O)c(CN(Cc3ccc(F)cc3)C(=O)c3ccco3)cc2c1	-0.9%	-6.2%	5.03e-08M*	6.29e-08M*	1.5%	6.2%	u	x	-2.0%	-1.2%	u
C[N+]1(CCCC[N+]2(C)CCCCCCC2)CCCCCCC1	-4.1%[9.17 µM]	-0.2%[11.4 µM]	i	i	-1.9%[15.4 µM]	12.7%[7.6 µM]	7.4%[11.4 µM]	-0.8%[9.22 µM]	0.3%[15.4 µM]	3.4%[9.22 µM]	-2.7%[11 µM]
O=C(CSc1n[nH]c(-c2ccncc2)n1)NC1CCS(=O)(=O)C1 (configuration not stated)	10.3%	1.5%	1.63e-07M*	1.24e-07M*	-1.7%	u	11.2%	-0.4%	-1.8%	-1.1%	-4.4%
CC(=O)Oc1cc2c(C(C)=O)coc2c2ccccc12	-3.9%	-2.2%	i	i	-0.1%	3.1%	-1.3%	0.7%	-0.2%	3.2%	-2.7%
Cc1ccc(S(=O)(=O)N(c2cccc(C(F)(F)F)c2)C2C=CS(=O)(=O)C2)cc1 (configuration not stated)	10.8%[9.17 µM]	-3.7%[11.4 µM]	x	x	-1.0%	u	-3.6%[11.4 µM]	1.7%[0.0738 µM]	2.5%	-1.5%	-1.2%[11 µM]
Cc1ccnc(N2CCC(C(=O)Nc3ccc(Oc4ccccc4)cc3)CC2)n1	0.7%	0.0%	i	i	-0.9%	1.9%	-2.8%	x	-1.5%	-1.3%	-1.4%
COC(=O)[C@@]1(Cc2ccc(OC)cc2)[C@H]2c3cc(C(=O)N(C)C)n(C[C@H](O)CO)c3C[C@H]2CN1C(=O)c1ccccc1	x	-7.6%	x	x	-1.3%	-4.1%	x	-0.9%	0.6%	x	-5.0%
CC(=O)N1CCC2(CC1)CC(=O)c1cc(OCC(=O)NCc3ccco3)ccc1O2	2.5%	-7.3%	6.44e-07M*	6.92e-07M*	0.0%	18.8%	5.4%	-2.8%	0.0%	1.4%	-0.6%
CNCC[C@H](Oc1ccccc1C)c1ccccc1	4.5%	-7.3%	i	i	-1.8%	-9.7%	u	0.8%	-4.1%	-1.9%	1.1%
CCc1ccc(OCc2nnc(SCCN3CCOCC3)n2CC)cc1	-3.1%	-4.0%	i	i	-0.2%	-0.7%	-9.8%	-3.2%	-0.8%	-1.3%	-6.3%
CN(C)S(=O)(=O)c1ccc(N2CCCC2)c(C(=O)Nc2ccccc2N2CCOCC2)c1	0.2%	1.1%	i	i	0.4%	u	8.1%	-0.5%[57.5 µM]	1.1%	-2.7%	-3.2%
Cc1ccc(-c2nnc(-c3ccc4ccccc4c3)o2)cc1	-2.4%[9.17 µM]	-14.1%[11.4 µM]	u	u	-0.4%[15.4 µM]	11.4%[7.6 µM]	-26.0%[11.4 µM]	2.2%[9.22 µM]	0.1%[15.4 µM]	13.8%[9.22 µM]	0.1%[11 µM]
CC(C)(C)c1cc(Br)ccc1OCC(=O)Nc1ncn[nH]1	-7.7%	-1.0%	x	x	-0.8%	-3.2%	41.7%[activator]	-4.4%	2.0%	0.0%	-11.1%
Cc1cc(S(=O)(=O)N2CCOCC2)ccc1F	-11.6%	-3.8%	i	i	-1.9%	u	0.3%	-1.1%	-2.8%	1.6%	-0.2%
CC(=O)Nc1ccc(C(=O)OC2CCOC2=O)cc1 (configuration not stated)	-1.7%	-1.1%	i	i	0.1%	-11.9%	-4.6%	-0.2%	0.6%	5.2%	-3.9%
Cc1noc(C)c1C(=O)N1CCC[C@@]2(CCN(c3cccc(-c4ccccc4)c3)C2)C1	-3.2%	-14.3%	i	i	2.3%	u	u	u	-2.0%	-2.3%[9.22 µM]	0.2%
CSc1ccc(S(=O)(=O)Nc2ccc(F)cc2)cc1	-16.2%	-5.0%	i	i	1.1%	4.0%	-22.8%	0.9%	-0.3%	0.0%	-0.1%
CCOC(=O)CCC(=O)NCc1ccc2c(c1)cc(C)n2C	-0.1%	0.1%	u	i	-2.3%	2.0%	-15.1%	0.0%	-1.4%	2.4%	-3.8%

Results in 4MU fluor and ALOX15 inhib (two entries from above):
SMILES	4MU fluor	ALOX15 inhib
Cc1ccc(S(=O)(=O)N(c2cccc(C(F)(F)F)c2)C2C=CS(=O)(=O)C2)cc1 (configuration not stated)	x	-3.6%[11.4 µM]
Cc1ccnc(N2CCC(C(=O)Nc3ccc(Oc4ccccc4)cc3)CC2)n1	i	-2.8%
